ERK EGF inh: EGF-driven ERK pathway inhibition. AID 1454. Potency, µM (doses to about 11.5 µM), inactives show top-dose activity change, negative = inhibition, hits mostly inhibitors. HEK293-V1b, EGF-stimulated phospho-ERK AlphaScreen. 0.41% of 130,000 active; active = well fitted inhibition curve with a large enough effect; inconclusive = small, poorly fitted or top-dose-only effect, or effect the other way;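 note: plate controls were stimulated vehicle wells for no effect and unstimulated vehicle basal for full effect; nearly all actives have a fitted effect of over 55% in size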
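Readout: AlphaScreen signal for phosphorylated ERK in lysed HEK293 cells stably expressing V1b. Stimulus 25 nM EGF, 5 min, following 30 min compound exposure. Data scaled to DMSO basal and full EGF activation.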
An asterisk follows results filed as active; ? = inconclusive; & = joins results of further samples; [ ] = another dose, or the depositor's remark. Potency is the fitted concentration of half-maximal effect. An excerpt; count on the stated rates, not on these rows.

SMILES | ERK EGF inh
CC(=O)Nc1cccc(C(=O)/C=C/c2cccs2)c1 | 6%
CCCCCc1cc(=O)oc2c(C(CCN3CCCC(C)C3)c3ccc(N(C)C)cc3)c(OC)cc(OC)c12 (centres undefined) | ?
COc1ccccc1CCNC(=O)c1csc2c1CCCC2 | 0%
Nc1nnc(CC(=O)N/N=C/c2ccc(-c3ccc(Cl)cc3Cl)o2)s1 | 0%[57.5 µM]
Cc1cc(NC(=O)c2ccc(C)s2)n(-c2nc3ccccc3[nH]2)n1 | 25%
CC(C)CN1C(=O)NC(NS(=O)(=O)c2ccc(N)cc2)(C(F)(F)F)C1=O (centres undefined) | 2%
O=C(COn1nnc2ccc(S(=O)(=O)N3CCOCC3)cc21)Nc1c(F)c(F)c(F)c(F)c1F | -7%
CC(C)OP(=O)(OC(C)C)/C(C=O)=N\Nc1ccc([N+](=O)[O-])cc1 | -27%[57.5 µM]
C[C@@H](CCc1ccc(O)cc1)NCCc1ccc(O)c(O)c1 | -3%
COc1ccc(C2c3ccc(O)cc3Oc3ncn(Cc4ccco4)c(=N)c32)cc1 (centres undefined) | -11%[57.5 µM]
NC(=O)C1=C[C@@H](c2ccc(C(F)(F)F)cc2)C[C@@H](OCCCCO)O1 | -17%[57.5 µM]
Cc1ccc(NC(=O)C(=O)NCCN2CCN(S(C)(=O)=O)CC2)cc1 | -14%
CC(=O)N1CCC2(CCCN(c3cccc(-c4ccccc4)c3)C2)CC1 | 9%
CCn1c(SCC(=O)Nc2nc(-c3ccccc3)cs2)nc2c1c(=O)n(C)c(=O)n2C | -17%
O=C(c1ccc(S(=O)(=O)c2cccc(Cl)c2)c([N+](=O)[O-])c1)N1CCN(c2ccccn2)CC1 | ?
O=C(CCN1CCCCC1)NNC(=S)NC(=O)c1ccc(Br)cc1 | 0%
O=C1Nc2ccccc2/C1=N/N=C/c1ccc(-c2ccc([N+](=O)[O-])cc2)o1 | -6%
Cc1cc(/C=N/NC(=O)C(O)(c2ccccc2)c2ccccc2)c(C)n1-c1ccccc1 | 4%
Cc1ccc(C2CCN(C(=S)Nc3cccc(Cl)c3)C2)cc1 (centres undefined) | -1%[57.5 µM]
CSC1=NSC2=NC(=O)/C(=C\c3cccs3)C(=N)N12 | -5%
O=C(N=Nc1c(O)[nH]c2ccccc12)c1cc(-c2cccs2)[nH]n1 | ?
Cc1cc(-c2nnc(SCC(=O)Nc3ccccn3)o2)no1 | 4%
Cc1nc(C(=O)NCc2ccccc2)sc1C1(C)CC(c2cccnc2)=NO1 (centres undefined) | -15%[57.5 µM]
Cc1onc(-c2ccccc2)c1CNC(=O)Nc1ccc(C(F)(F)F)cc1 | -3%[57.5 µM]
CCC(C)C(NC(=O)c1ccccc1NC(=O)c1ccccc1)C(=O)O (centres undefined) | 2%[57.5 µM]
Cc1c(N)cc[n+](CC(=O)c2ccccc2)c1C | -3%
N#Cc1ccc(S(=O)(=O)Nc2ccc3ccccc3n2)cc1 | -2%[57.5 µM]
Cc1ccc(-c2cc3c(nn2)-c2ccccc2C3=O)cc1 | ?
Cc1ccc(NC2(C(F)(F)F)N=C(c3ccccc3)NC2=O)nc1 (centres undefined) | -1%
CCOc1ccccc1C1N=C(c2ccc(OC)cc2)CC(c2ccccc2O)N1 (centres undefined) | -6%
O=C(Nc1nnc(-c2ccco2)o1)c1cccc2ccccc12 | 1%
Cc1ccc(Cl)cc1NC(=O)C[n+]1ccc(Cc2ccc([N+](=O)[O-])cc2)cc1 | -7%
COC(=O)C1=C(C(=O)OC)[C@@H]2N(Cc3ccccc3)c3ccccc3[C@@]23C[C@@H](CO)N(C(=O)NC2CCCC2)C3=N1 | -9%[57.5 µM]
O=C(Cn1cccc1C(=O)c1ccccc1)NCc1ccc(Cl)cc1 | 9%
Cc1ccc(S(=O)(=O)c2ccc(NN)cc2)cc1 | -1%
Cc1cc(OCC(=O)N[C@@H](Cc2ccccc2)c2nc3ccccc3[nH]2)ccc1Cl | -2%
CCN(Cc1ccccc1)S(=O)(=O)c1cc(C(=O)c2c(N)n(C)c(=O)n(C)c2=O)ccc1OC | -1%
NC(=O)c1ccsc1NC(=O)CSc1nnc(Nc2ccccc2)s1 | -9%
O=c1[nH]c(=O)c2nc(-c3ccc(Cl)cc3)cnc2[nH]1 | -11%
Cc1ccc2sc(NNC(=O)c3cc(=O)c4ccccc4o3)nc2c1C | 11%[57.5 µM]
NC(N)=NC(N)=Nc1cccc2ccccc12 | 4%[57.5 µM]
CC(=O)Nc1nc2ccccc2n1Cc1ccc(Cl)cc1 | 2%[57.5 µM]
Cc1c(Cl)cccc1NC(=O)COC(=O)CCc1nc2ccccc2n1-c1ccccc1 | 0%
CCCCc1ccc(-c2csc(/C(C#N)=C/c3ccco3)n2)cc1 | 6%
COc1ccc(C2=NOC(COc3ccc([N+](=O)[O-])cc3)C2)cc1 (centres undefined) | -5%[57.5 µM]
CC(C)c1ccc(NC(=O)NC2CC3CCC(C2)N3Cc2cccs2)cc1 (centres undefined) | 7%
COc1ccccc1NC(=O)c1ccccc1NS(=O)(=O)c1cccs1 | 1%
CC(Cc1c[nH]c2ccccc12)C(=O)O (centres undefined) | -1%[57.5 µM]
Cc1cc(CNC(=O)c2ccc(C)c([N+](=O)[O-])c2)c2ccccc2n1 | -1%
Cc1nn2cc(-c3cccc(Cl)c3)cnc2c1Cl | -5%
COC(=O)c1ccc(-n2c(C)cc(C(=O)CSc3ccc(NC(C)=O)cc3)c2C)cc1 | ?
CCOC(=O)Cn1c(=O)c(C#N)cn(C(C)C)c1=O | 15%[57.5 µM]
CC1CCCN(S(=O)(=O)c2ccc(C(=O)Nc3nnc(-c4ccncc4)o3)cc2)C1 (centres undefined) | 14%
O=C(N[C@H](C(=O)O)c1ccccc1)C1CCC(Cn2cnc3ccccc3c2=O)CC1 (some centres undefined) | 7%[57.5 µM]
Cc1cccc(NC(=O)Cn2c(=O)n(Cc3ccccc3)c(=O)c3c(C)c(C)sc32)c1 | 7%
CCOC(=O)c1c(/N=C/c2cc(C)ccc2O)sc2c1CCN(C)C2 | 2%

Further results.
SMILES | ERK EGF inh
CCCCNC(=O)CSc1nc2ccc(Nc3nc(N4CCOCC4)nc(N4CCOCC4)n3)cc2s1 | 3%[57.5 µM]
CCOC(=O)C1CCCN(C(=O)Nc2c(-c3ccccc3)noc2C)C1 (centres undefined) | 2%[57.5 µM]
N#Cc1cc(C(=O)c2ccccc2O)cn(-c2nccs2)c1=O | -5%
CCCCCCC#Cc1ccc2c(c1)COc1c3ccccc3nn1-2 | -10%[57.5 µM]
COc1ccc(N2CC(C)Cn3c2nc2c3c(=O)n(Cc3ccccc3)c(=O)n2C)c(OC)c1 (centres undefined) | -7%
C=CCOC(=O)C1=C(C)NC(C)=C(C(=O)OCC=C)C1/C=C/c1ccccc1 | 25µM*
N#CCC(=O)N/N=C/c1coc2ccccc2c1=O | 8%[57.5 µM]
Cc1nnc(SCC(=O)N(CC(C)C)c2c(N)n(CC(C)C)c(=O)[nH]c2=O)n1-c1ccccc1 | 0%
Cc1ccc(NC(=O)CC2SC3=NCCN3C2=O)cc1 (centres undefined) | 0%
COC(=O)c1ccc(/C=N/N2C(C)CCCC2C)cc1 (centres undefined) | -8%
COc1cccc(C(=O)NCC(=O)OCc2ccc(F)cc2Cl)c1 | 6%
CCCC(=O)N1CCN(c2ccc(NC(=S)NC(=O)c3cccc(C)c3)cc2)CC1 | ?
COCc1c(Br)c(C)nc(OCC(=O)N/N=C/c2cc(C)n(-c3ccc([N+](=O)[O-])cc3)c2C)c1C#N | 11%
COc1cc(/C=N/NC(=O)c2ccc(Cn3cc([N+](=O)[O-])cn3)o2)cc(Br)c1O | -14%
CCOC(=O)c1c(CN2CCC(C)CC2)n(C)c2cc(Br)c(OC)cc12 | 9%[57.5 µM]
CN(c1ccccc1)S(=O)(=O)c1cccc(NC(=O)C2CC(=O)N(Cc3ccccc3)C2)c1 (centres undefined) | -6%[57.5 µM]

A run of entries of the results above:
SMILES | ERK EGF inh
Cc1cccc(NC(=O)Cn2c(=O)n(Cc3ccccc3)c(=O)c3c(C)c(C)sc32)c1 | 7%
CCOC(=O)c1c(/N=C/c2cc(C)ccc2O)sc2c1CCN(C)C2 | 2%
CCCCNC(=O)CSc1nc2ccc(Nc3nc(N4CCOCC4)nc(N4CCOCC4)n3)cc2s1 | 3%[57.5 µM]
CCOC(=O)C1CCCN(C(=O)Nc2c(-c3ccccc3)noc2C)C1 (centres undefined) | 2%[57.5 µM]
N#Cc1cc(C(=O)c2ccccc2O)cn(-c2nccs2)c1=O | -5%
CCCCCCC#Cc1ccc2c(c1)COc1c3ccccc3nn1-2 | -10%[57.5 µM]
COc1ccc(N2CC(C)Cn3c2nc2c3c(=O)n(Cc3ccccc3)c(=O)n2C)c(OC)c1 (centres undefined) | -7%
C=CCOC(=O)C1=C(C)NC(C)=C(C(=O)OCC=C)C1/C=C/c1ccccc1 | 25µM*
N#CCC(=O)N/N=C/c1coc2ccccc2c1=O | 8%[57.5 µM]
Cc1nnc(SCC(=O)N(CC(C)C)c2c(N)n(CC(C)C)c(=O)[nH]c2=O)n1-c1ccccc1 | 0%
Cc1ccc(NC(=O)CC2SC3=NCCN3C2=O)cc1 (centres undefined) | 0%
COC(=O)c1ccc(/C=N/N2C(C)CCCC2C)cc1 (centres undefined) | -8%
COc1cccc(C(=O)NCC(=O)OCc2ccc(F)cc2Cl)c1 | 6%
CCCC(=O)N1CCN(c2ccc(NC(=S)NC(=O)c3cccc(C)c3)cc2)CC1 | ?
COCc1c(Br)c(C)nc(OCC(=O)N/N=C/c2cc(C)n(-c3ccc([N+](=O)[O-])cc3)c2C)c1C#N | 11%
COc1cc(/C=N/NC(=O)c2ccc(Cn3cc([N+](=O)[O-])cn3)o2)cc(Br)c1O | -14%
CCOC(=O)c1c(CN2CCC(C)CC2)n(C)c2cc(Br)c(OC)cc12 | 9%[57.5 µM]
CN(c1ccccc1)S(=O)(=O)c1cccc(NC(=O)C2CC(=O)N(Cc3ccccc3)C2)c1 (centres undefined) | -6%[57.5 µM]

Going on with the list.
SMILES | ERK EGF inh
Cc1cc2nnc(SCC(=O)N(C)C3CCS(=O)(=O)C3)n2c2ccccc12 (centres undefined) | -1%
CC(C)CCC1(CCNC(=O)c2cccs2)CCOC(C)(C)C1 (centres undefined) | -10%[57.5 µM]
CCOC(=O)C(=O)Nc1nc(-c2ccccc2)c(-c2ccccc2)o1 | 5%
CCCNC(=O)Nc1ccsc1C(=O)OC | 11%
O=C(Nc1ccc2c(c1)OCCO2)c1ccc(Br)s1 | -3%
COc1ncc2ncc(=O)n(Cc3ccc(F)cc3)c2n1 | -1%
COc1ccc(CCNC(=O)C2CC3Cn4c(nc5cc(C)c(C)cc54)C3N2C)cc1 (centres undefined) | -8%[57.5 µM]
CCN(CC)C(=O)CSc1nnc(-c2cc(-c3ccc(Cl)cc3)nc3ccccc23)o1 | 1%
O=Cc1ccc(-n2cncn2)cc1 | 4%
Cc1ccc(N2C(=O)C(Cl)=C(N3CCN(C)CC3)C2=O)c(C)c1 | 4%
O=C(O)c1cc(O)c2c(c1)C(=O)c1cccc(O)c1C2=O | -14%&-7%
CCSc1nc2ccccc2n1C(=O)/C=C/c1ccc(OC)c(OC)c1 | 3%
O=C(O)C1Cc2ccccc2CN1S(=O)(=O)c1ccc(Cl)cc1 (centres undefined) | 11%
COc1ccc(CNC(=O)C(c2cccs2)N(Cc2ccco2)C(=O)Cc2cccs2)cc1 (centres undefined) | 6%
Cc1nc(CNC(=O)c2ccccc2OC2CCN(S(C)(=O)=O)CC2)cs1 | -8%
COc1ccc(NC2(c3ccccc3)OC(=O)c3ccccc32)cc1 (centres undefined) | 3%
CCOP(=O)(c1ccc(N(C)C)cc1)C(O)c1cccnc1 (centres undefined) | -3%[57.5 µM]
O=C(NC1CCCc2ccccc21)c1ccccc1 (centres undefined) | 10%
CCCCCC(=O)Oc1cccc(N2C(=O)C3CCCCC3C2=O)c1 (centres undefined) | -23%
CC(=O)N=c1c(C#N)cc2c(=O)n3ccccc3nc2n1Cc1ccccc1 | 1%
CN(C)CCN=Cc1c(O)n(Cc2ccc3c(c2)OCO3)c(=O)c2ccccc12 | -9%
Cc1c(Cl)cccc1NC(=S)Nc1ccccn1 | -6%
O=C(OCC(=O)N1c2ccccc2Sc2ccccc21)c1cccnc1 | -6%
Cc1ccc(/C=C(\NC(=O)c2ccccc2)C(=O)OCc2ccccc2)cc1 | 0%

3 compounds from above, sorted by length of the SMILES, low to high.
SMILES | ERK EGF inh
CCCCCC(=O)Oc1cccc(N2C(=O)C3CCCCC3C2=O)c1 (centres undefined) | -23%
CC(=O)N=c1c(C#N)cc2c(=O)n3ccccc3nc2n1Cc1ccccc1 | 1%
Cc1ccc(/C=C(\NC(=O)c2ccccc2)C(=O)OCc2ccccc2)cc1 | 0%

Following part.
SMILES | ERK EGF inh
COC(=O)c1[nH]c2ccc(F)cc2c1NS(=O)(=O)c1ccc(OC)cc1 | -16%
C/C(=N\NC(N)=O)c1ccccc1 | 1%
Cc1ccc2c(c1)c1nnc(SCC(=O)Nc3ccccc3C(F)(F)F)nc1n2CC(=O)O | -12%
O=C(O)CCCN1C(=O)C2C3CC(C2C1=O)C1C(c2ccccc2)c2sc(=O)[nH]c2SC31 (centres undefined) | -16%

High-throughput results deposited in PubChem by National Center for Advancing Translational Sciences (NCATS).
